Source: PubChem
RAM inhibit = blocks the yeast RAM network | AID 868 | 1.8% of 190,000 active | inhibition, % at 50 µM | S. cerevisiae dse1pr::URA3 reporter, 5-FOA growth OD615, 2 d; analog-sensitive cbk1-as2 kinase mutant strain;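 active means inhibition above a set limit, 3 SD over mean compound inhibition, cut at about 8.4% in these data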;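 further: 0% = DMSO-only wells with no growth and 100% = 10 µM 1-NA-PP1 full growth; inhibition rescues growth on 5-FOA so higher OD means more RAM inhibition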
TNAP inh hi DEA = TNAP (human) inhibition, high acceptor | inhibition, % at 20 µM | purified TNAP, CDP-star luminescence, 1 M DEA | P05186 | 0.03% of 200,000 active;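 active means over 50% inhibition of tissue-nonspecific alkaline phosphatase at 20 µM in the single-dose screen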;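 further: plate controls were DMSO wells for no effect and EDTA-quenched wells as full inhibition for full effect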
Target sequence (P05186 whole entry, looked up): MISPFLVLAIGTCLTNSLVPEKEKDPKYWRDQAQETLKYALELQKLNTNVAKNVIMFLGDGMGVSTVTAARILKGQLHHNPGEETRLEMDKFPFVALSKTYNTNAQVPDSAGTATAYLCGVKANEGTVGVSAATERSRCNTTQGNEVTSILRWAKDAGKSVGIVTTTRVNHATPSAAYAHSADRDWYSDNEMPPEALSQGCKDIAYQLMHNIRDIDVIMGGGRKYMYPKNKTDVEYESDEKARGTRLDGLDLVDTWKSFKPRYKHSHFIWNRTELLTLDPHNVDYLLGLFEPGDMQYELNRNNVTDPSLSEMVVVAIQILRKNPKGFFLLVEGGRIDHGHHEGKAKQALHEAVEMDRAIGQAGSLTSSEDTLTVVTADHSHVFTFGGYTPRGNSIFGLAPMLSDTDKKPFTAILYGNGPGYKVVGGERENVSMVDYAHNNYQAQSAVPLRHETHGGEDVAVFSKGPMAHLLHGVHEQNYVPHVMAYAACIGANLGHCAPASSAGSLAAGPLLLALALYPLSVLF
Lmaj promast = reduces viability of Leishmania major promastigotes; resazurin fluorescence viability; inhibition, % at 10 µM; 9% of 200,000 active; AID 1063; in the data active means inhibition above about 50%;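 further: promastigotes grown with compound for 44 hours at 28 °C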
PMI activator = activators of human phosphomannose isomerase. P34949. purified human PMI, coupled resazurin fluorescence, 20 min; hits give high values; 1 = vehicle control, 0 substrate-free wells. activation factor at 20 µM. 0.005% of 190,000 active. AID 1214;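 active means activation factor of 2 or more at 20 µM, relative to plate controls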
Target sequence (P34949 whole entry, looked up): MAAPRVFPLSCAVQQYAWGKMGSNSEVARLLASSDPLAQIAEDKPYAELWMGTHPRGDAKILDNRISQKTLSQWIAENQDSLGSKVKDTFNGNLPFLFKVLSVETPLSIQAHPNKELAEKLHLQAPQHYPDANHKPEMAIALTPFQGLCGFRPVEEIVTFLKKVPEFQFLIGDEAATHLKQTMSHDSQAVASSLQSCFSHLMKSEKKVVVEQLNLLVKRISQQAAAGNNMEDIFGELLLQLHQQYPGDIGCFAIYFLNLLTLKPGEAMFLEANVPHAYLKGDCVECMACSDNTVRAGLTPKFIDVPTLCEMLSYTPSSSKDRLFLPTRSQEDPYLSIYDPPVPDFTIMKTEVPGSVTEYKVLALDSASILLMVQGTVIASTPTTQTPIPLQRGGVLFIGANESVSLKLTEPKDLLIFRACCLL
S1P3 antag = antagonists of human S1P3 receptor; Q99500; CHO S1P3 NFAT-BLA reporter, FRET fluorescence, antagonist mode; inhibition, % at 4.98 µM; 0.27% of 170,000 active;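 active means inhibition above the plate cutoff, the mean inhibition of test wells on that plate plus 3 SD, cut at about 28% in these data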;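 further: cells challenged with S1P at its EC80 of 0.8 µM; blue over green emission ratio from cleaved BLA substrate after 4 h stimulation; 0% = S1P-stimulated wells and 100% = unstimulated DMSO-only wells; some compounds past the cut are filed as inactive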
TNAP inh noacc = blocks human TNAP activity with no phosphate acceptor present. P05186. 0.26% of 200,000 active. inhibition, % at 20 µM. purified TNAP, CDP-star luminescence, 30 min;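 active means tissue-nonspecific alkaline phosphatase inhibition above about 50% at 20 µM in the single-dose screen, limit read from the data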;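 further: 0% = DMSO negative control and 100% = EDTA positive control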
HMGR II inh = E. faecalis class II HMG-CoA reductase inhibition. inhibition, % at 10 µM. 0.41% of 190,000 active. AID 1066. purified E. faecalis HMGR, NADPH absorbance 340 nm kinetic;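 active means inhibition above a set limit, the median over all tested compounds plus 3 SD, cut at about 9.5% in these data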;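 further: enzyme runs in reverse so mevalonate oxidation gives rising NADPH absorbance; 0% = complete reaction with DMSO and 100% = background rate lacking mevalonate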
Hsp70 act = transcriptional activators of Hsp70. HeLa Hsp70 promoter luciferase reporter, luminescence; scaled: vehicle 0, proteasome-inhibitor control 100%. activation, % at 10 µM. 0.04% of 200,000 active;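 active means activation above the mean across all tested compounds plus 3 SD, cutoff set per campaign, cut at about 5.5% in these data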;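 further: 100% = MG132 at 30 µM as the positive control and 0% = DMSO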
DTT redox prof = compounds producing H2O2 with reducing agent – biochemical, NIH compound library profiling, artefact control for MLSCN library redox annotation, primary screen | activation, % at 10 µM | 0.03% of 200,000 active | DTT-dependent redox cycling H2O2, phenol red/HRP absorbance; 100% = 100 µM peroxide control, 0% = buffer | AID 878;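 active means activation of at least 50% relative to the plate's high and low controls in the primary single-dose screen; inactive means activation below 50%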;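 further: compound incubated with DTT at 0.8 mM final as the reducing agent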
PMI act hi M6P = activators of human phosphomannose isomerase at near-saturating mannose 6-phosphate | P34949 | coupled PMI enzyme assay, resazurin fluorescence, 20 min; hits give high values; 1 = untreated enzyme, 0 = substrate-free blank | activation factor at 20 µM | 0.34% of 190,000 active;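 active means activation factor of 2 or more at 20 µM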
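Material: human phosphomannose isomerase with PGI, G6PDH, diaphorase coupling enzymes; amount: PMI at 15 ng/mL final; also added: Mannose-6-phosphate 1.0 mM (near-saturating) plus 0.22 mM NADP+; incubation: enzyme reaction with compound 20 min at room temperature; signal: resorufin fluorescence (Ex 544/Em 590 nm) from resazurin via diaphorase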
* hit, by the source's call; nt = no result given.

SMILES	RAM inhibit	TNAP inh hi DEA	Lmaj promast	PMI activator	S1P3 antag	TNAP inh noacc	HMGR II inh	Hsp70 act	DTT redox prof	PMI act hi M6P
O=C(c1cccc(S(=O)(=O)NCCOc2ccccc2)c1)N1CCN(c2ncccn2)CC1	-0.3	-2.4	17.1	0.9	12.3	-8.0	2.3	-0.1	1.6	1
CSc1ncnc2c1cnn2-c1ccc(C)cc1C	1.8	-4.7	3.6	1	-8.9	-18.2	1.2	-0.1	-0.9	0.9
NC1=NC(c2ccc(Br)cc2)n2c(nc3ccccc32)N1 (centres undefined)	-0.1	-4.8	11.0	0.8	-4.8	-35.5	-1.8	0.0	2.6	0.8
O=C(c1ccco1)N1N=C(c2ccc(Cl)cc2)CC1(O)C(F)(F)F (centres undefined)	2.7	-3.4	7.1	0.9	12.0	-6.8	-4.7	-0.3	-2.5	0.9
Cc1ccc(S(=O)(=O)N(c2nc(N(C)C)nc(N(C)C)n2)n2cnnc2)cc1	1.9	2.2	-6.4	1	nt	-3.9	-0.8	-0.1	-2.4	1
COc1ccccc1NC(=O)c1ccc(S(=O)(=O)N2CCOCC2)cc1	2.5	-8.6	3.4	0.9	12.9	-11.5	3.9	-0.1	0.0	1
COc1ccc(C)cc1NC(=S)N1CCN(c2ncccn2)CC1	-1.2	-5.6	-8.6	0.9	4.0	-9.5	-2.3	0.0	0.3	1
O=c1c([N+](=O)[O-])c(NC2CCCCC2)c2ccccc2n1-c1ccccc1	2.9	0.7	6.9	0.9	nt	-7.2	-1.8	-0.3	1.2	0.9
CNS(=O)(=O)/C=C/c1ccccc1	2.0	0.8	2.6	1.1	-11.8	-6.3	3.8	-0.1	-0.2	1.1
COc1ccc(CCNC(=O)CN2CCCc3ccccc32)cc1OC	2.0	-2.3	7.3	1	-17.6	5.8	-0.3	0.1	-0.1	1.1
Fc1ccc(CSc2nc3ccccc3[nH]2)c2ccccc12	-0.3	-2.3	3.5	0.8	nt	-9.6	-0.4	-0.4	0.1	0.8
COc1cccc(-n2c(SCC(=O)OC(C)C)nnc2-c2cccnc2)c1	3.7	-2.4	0.2	1	18.3	-13.5	-1.6	-0.1	0.7	1
Cc1ccc(N2CCN(c3ccc(C)cc3)C(CC(=O)O)C2=O)cc1 (centres undefined)	0.9	-3.5	-2.5	1	2.1	-14.0	-4.9	-0.3	0.4	1
Cc1ccccc1NC(=S)NN1CCN(C)CC1	1.1	-4.8	-4.1	1	nt	-13.0	1.5	-0.3	2.1	1
COc1ccc(/C=C2\N=C(SC)N(c3ccccc3OC)C2=O)cc1	8.4*	-3.2	28.0	1	15.8	9.1	2.6	-0.3	-0.5	1

Reprinted from the part before: two entries, then new ones.
SMILES	RAM inhibit	TNAP inh hi DEA	Lmaj promast	PMI activator	S1P3 antag	TNAP inh noacc	HMGR II inh	Hsp70 act	DTT redox prof	PMI act hi M6P
Cc1ccccc1NC(=S)NN1CCN(C)CC1	1.1	-4.8	-4.1	1	nt	-13.0	1.5	-0.3	2.1	1
COc1ccc(/C=C2\N=C(SC)N(c3ccccc3OC)C2=O)cc1	8.4*	-3.2	28.0	1	15.8	9.1	2.6	-0.3	-0.5	1
CCCCNC(=O)CSc1nnc(-c2ccco2)n1C	1.7	-4.3	-0.7	0.9	-11.8	-4.7	-3.3	-0.2	1.1	0.9
Cc1ccc(C2CC(=O)Nc3cc4c(cc32)OCCO4)s1 (centres undefined)	5.4	-6.9	-9.6	0.9	22.6	-14.9	-2.5	0.2	2.1	1
Cc1ccc(C)c(-c2csc(N/N=C/c3ccco3)n2)c1	2.1	-0.6	15.3	0.9	9.2	-4.9	4.8	0.2	0.4	0.8
O=C(Nc1ccc(N2CCN(C(=O)c3ccco3)CC2)cc1)c1ccccc1F	3.5	-3.2	0.8	1.1	-12.2	-6.2	-3.5	-0.4	-0.1	1
CSc1ccccc1C(=O)C1CCCN(S(=O)(=O)c2c(C)noc2C)C1 (centres undefined)	2.2	4.1	9.8	1	4.8	3.0	-2.0	-0.3	-0.7	1
Cc1cccnc1NC(N)=S	0.6	-2.3	2.5	1	-4.3	-4.5	7.3	0.2	0.4	1.1
O=c1c(C=NCCN2CCNCC2)c(-c2ccccc2)[nH]n1-c1ccc([N+](=O)[O-])cc1	2.9	-3.1	100.5*	0.9	-11.3	4.5	-3.0	-0.1	-1.4	0.8
O=C(O)CSc1nc2ccccc2[nH]1	0.1	-6.8	0.5	1.1	nt	-13.8	-1.4	0.2	0.1	1.1
Cc1ccc(C(C)C)c(OCC(=O)Nc2ccccc2N2CCN(C)CC2)c1	0.7	-4.2	59.5*	0.8	24.3	-3.3	3.3	-0.4	1.8	0.8
O=C(c1cccnc1)N1CCN(C/C=C/c2ccccc2)CC1	0.8	0.3	-6.7	1	-0.9	-13.6	2.3	-0.1	-0.3	1
O=C(Nc1cccc(Cl)c1)Nc1nc(-c2ccc(Cl)cc2)cs1	1.5	-4.2	16.8	1	nt	-7.1	-3.5	-0.1	-5.0	1
Cc1cnc(NC(=O)CSc2nc3ccccc3c(=O)[nH]2)s1	1.1	0.1	0.8	0.9	-15.4	-5.1	-5.9	-0.1	1.2	0.9
Cc1cc2ncc(C(=O)N=CN(C)C)cn2n1	1.0	-1.4	-6.7	1	-3.4	-10.6	-8.8	-0.4	-1.7	1
CCC(=O)c1ccc(N2CCN(C(=O)Cc3ccccc3)CC2)c(F)c1	-0.8	-2.1	6.0	0.9	-9.7	-7.8	-4.8	-0.2	0.2	0.9
O=C(O)c1cc2nc3c(c(C(F)(F)F)n2n1)CCCC3	0.1	-6.2	-5.2	1.1	14.9	-13.5	-7.6	-0.3	0.0	1
O=C(O)c1ccccc1OCCOc1ccccc1	-0.8	0.3	-6.3	0.9	nt	-11.9	-1.6	0.0	3.3	0.9
CCCN(CCC)C(=O)CSc1nc2ccccc2c(=O)n1C1CCCC1	3.1	-4.9	30.3	0.9	9.9	-5.4	-0.7	-0.1	0.5	0.9
CCOC(=O)CSc1nc2ccccc2c(=O)n1CC1CCCC1	17.6*	-3.6	5.0	0.9	nt	-4.6	-6.6	-0.1	1.0	0.8
C=CCNC(=S)NNC(=O)C(CCC(C)C)CC(C)(C)O (centres undefined)	0.9	-7.5	-0.9	1.1	nt	-6.4	0.6	-0.5	0.2	1.1
COc1ccc(C)cc1NC(=O)C1COc2ccccc2O1 (centres undefined)	2.2	-0.2	-6.7	1	5.7	-3.4	4.7	0.0	-0.4	0.9
O=C(NCc1ccco1)C1CC(=O)N(c2ccc(O)cc2)C1 (centres undefined)	1.6	-3.0	-4.7	1	-13.6	-2.3	5.5	-0.4	-0.7	1
O=P(Cc1ccccc1)(c1ccccc1)c1ccccc1	0.0	3.8	-1.4	0.9	-1.8	-0.8	-1.1	-0.5	-0.1	1
Cn1cnnc1SCC(=O)NCCC(c1ccccc1)c1ccccc1	2.5	-2.3	1.9	0.9	nt	-1.6	3.3	-0.3	1.3	1.1
CCOC(=O)c1cnc(-n2nc(C)cc2C)nc1NCc1ccc2c(c1)OCO2	2.5	-6.0	8.2	0.9	-5.7	3.4	-1.5	-0.1	0.2	0.9
CCc1onc(C)c1C(=O)Nc1ccc2c(c1)OCO2	0.0	-4.5	-8.1	1	-8.7	-5.7	0.9	0.0	-0.3	1
O=C(N/C=C/n1cnc2cc(C(F)(F)F)ccc21)c1ccccc1F	0.3	-5.5	0.3	1.2	-10.3	-17.4	0.5	-0.2	-0.8	1.1
COC(=O)N1CC=CC1(C)C(=O)NCc1cc(F)cc(C(F)(F)F)c1 (centres undefined)	0.5	-5.8	-0.7	1.1	-15.1	-12.2	2.8	0.2	0.5	1.1
O=C(Oc1c(-c2ccco2)oc2ccccc2c1=O)c1cccnc1	-0.5	-3.4	-7.6	1.1	18.7	-7.2	-2.7	-0.1	-2.2	1
CCN1CC(CN(C)Cc2cn(-c3cccc(C)c3)nc2-c2cccc(F)c2)CC1=O (centres undefined)	1.1	-1.7	35.2	0.8	-16.0	-2.8	0.2	0.5	-1.6	0.9
CCOC(=O)c1[nH]c2ccc(F)cc2c1NC(=O)Nc1ccccc1OC	1.1	1.4	-4.1	1	nt	-2.8	0.5	-0.3	1.4	0.9
O=C1CC(C(=O)Nc2ccc(Br)cc2)C2(CCCC2)O1 (centres undefined)	-0.2	-3.5	-1.9	1	-12.6	-11.4	-3.8	-0.1	2.8	1.1
Cc1ccc(NS(=O)(=O)c2cc(C(=O)Nc3cccc([N+](=O)[O-])c3)ccc2C)cc1	3.4	-0.5	66.8*	0.8	-3.6	-26.7	-3.1	-0.3	0.2	0.9
CC1=Nc2cc(Cl)ccc2Oc2ccccc21	-1.0	-1.3	-0.8	0.9	-9.0	-6.1	-7.2	0.2	-2.0	0.9
CCCCN=C(Nc1ccc(Cl)cc1)c1cccnc1	1.5	-1.4	-0.1	1	nt	3.5	-10.2	0.0	1.8	1
COc1ccccc1NS(=O)(=O)c1cc(NC(=O)c2ccccc2F)ccc1N1CCOCC1	1.6	-0.9	40.0	0.9	4.1	-11.4	-11.1	-0.2	0.5	1
COC(=O)[C@@]1(Cc2ccc(F)cc2)[C@H]2c3cc(C(=O)N(C)C)n(Cc4c(CO)[nH]cc(C)c4=O)c3C[C@H]2CN1C(=O)c1ccccc1	1.1	-0.7	-7.6	1	-10.4	-1.6	-7.2	-0.3	-0.2	0.9
O=C(NCc1ccccc1)NC1CCS(=O)(=O)C1 (centres undefined)	1.0	-3.2	6.1	0.9	-8.0	-5.4	1.2	-0.2	-1.9	0.8
CC(=O)NC(CCS(C)(=O)=O)C(=O)Nc1nccs1 (centres undefined)	1.1	-4.1	-3.2	0.9	-9.3	-9.3	-1.4	-0.3	1.4	0.9
Cc1ccc(N/C(CSC(N)=O)=N/S(=O)(=O)c2ccccc2)cc1	-0.7	-2.5	-0.7	1	nt	-9.4	0.2	-0.2	0.0	1
CC(C(=O)Nc1ccc(C(=O)O)cc1)N1C(=O)c2ccccc2C1=O (centres undefined)	0.1	-3.7	-4.5	1	-5.5	-8.6	-0.9	-0.1	-1.4	1
COC(=O)c1nn(-c2ccccc2)c(=O)cc1O	-0.1	-8.6	11.3	1.1	-11.7	-11.2	4.7	0.1	-0.4	1
COc1cc(NS(=O)(=O)c2ccc(NC(=S)NC(=O)c3ccco3)cc2)ncn1	4.5	-5.1	-9.6	0.9	3.4	-9.9	-2.2	0.2	0.0	1
CC(C)N(CCO)C(=O)CCc1nnc(CCCc2ccccc2)o1	0.9	-5.9	-1.9	0.9	-21.8	-9.5	-2.6	0.0	-0.5	0.9
CCNC(=O)Cc1ccc(NS(=O)(=O)c2ccc(F)cc2)cc1	0.8	-2.2	2.3	1	nt	-9.2	-6.8	-0.6	-0.6	0.9
COc1ccc2c(c1OC)C(=O)N1c3ccccc3C(=O)N(c3ccccc3F)C21 (centres undefined)	3.1	-3.5	3.6	1	nt	-13.0	-0.5	-0.1	-3.0	1
